PRMT1 FP inh: blocks human protein arginine methyltransferase 1; Q99873; recombinant PRMT1, activity-based probe fluorescence polarization; inhibition, % at 2.79 µM; actives 1.3% (n = 370,000);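 active means inhibition above about 21% made by adding two undisclosed values, limit read from the data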
rCAG RNA binder: molecules binding r(CAG) RNA repeats | inhibition, % at 3 µM | actives 1.3% (n = 370,000) | AID 651821 | r(CAG) RNA repeat, TO-PRO-1 dye displacement fluorescence;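 active means inhibition above the plate cutoff, the mean of all test compounds on that plate plus 3 SD, cut at about 35% in these data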;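 further: 0% = DMSO alone and 100% = 100 µM mitoxantrone as full dye displacement; higher means more dye released from RNA so lower well fluorescence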
ABHD4 inh: inhibits mouse alpha/beta hydrolase domain 4; inhibition, % at 8.92 µM; purified mABHD4, FP-Rh probe fluorescence polarization; Q8VD66; AID 720543; actives 0.54% (n = 370,000);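 active means inhibition exceeding the mean over every tested compound plus 3 SD, cut at about 30% in these data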;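 further: 0% = plate median of compound wells and 100% = S159A mutant with DMSO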
Target sequence (Q8VD66 whole entry, looked up, the tested form may be a part): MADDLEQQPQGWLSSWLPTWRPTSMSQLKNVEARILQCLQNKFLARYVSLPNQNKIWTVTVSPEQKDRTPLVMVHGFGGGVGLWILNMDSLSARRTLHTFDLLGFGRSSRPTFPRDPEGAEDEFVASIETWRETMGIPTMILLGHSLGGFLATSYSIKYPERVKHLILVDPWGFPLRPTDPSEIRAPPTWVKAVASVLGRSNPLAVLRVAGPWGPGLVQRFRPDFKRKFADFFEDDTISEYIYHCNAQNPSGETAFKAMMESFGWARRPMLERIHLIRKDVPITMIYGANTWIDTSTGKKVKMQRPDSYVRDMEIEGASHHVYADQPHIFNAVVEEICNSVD
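Assay system: mouse ABHD4 enzyme, wild type / Also added: fluorescent activity-based probe FP-Rh / Doses: single nominal dose of 8.92 µM, 0.89% DMSO final / Timing: 45 min compound pre-incubation plus 60 min probe step, 25 °C / Signal: FP readout, ex 525 nm / em 598 nm / Control set: S159A mutant/DMSO as 100%, compound-well median as 0%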
MBD2 DNA inh: inhibitors of human MBD2 binding to methylated oligonucleotide. Q9UBB5. TR-FRET. inhibition, % at 4.4 µM. actives 0.31% (n = 370,000); in the data active means inhibition above about 13%
SIAE primary: human SIAE inhibition, primary screen; actives 0.69% (n = 370,000); SIAE FP-Rh probe binding, fluorescence polarization; inhibition, % at 9.66 µM;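 active means inhibition above a cutoff: mean of compounds within the control limits plus 3 SD of those, cut at about 17% in these data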;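 further: 0% = plate median of compound wells and 100% = probe without SIAE protein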
Target sequence (Q9HAT2 whole entry, looked up): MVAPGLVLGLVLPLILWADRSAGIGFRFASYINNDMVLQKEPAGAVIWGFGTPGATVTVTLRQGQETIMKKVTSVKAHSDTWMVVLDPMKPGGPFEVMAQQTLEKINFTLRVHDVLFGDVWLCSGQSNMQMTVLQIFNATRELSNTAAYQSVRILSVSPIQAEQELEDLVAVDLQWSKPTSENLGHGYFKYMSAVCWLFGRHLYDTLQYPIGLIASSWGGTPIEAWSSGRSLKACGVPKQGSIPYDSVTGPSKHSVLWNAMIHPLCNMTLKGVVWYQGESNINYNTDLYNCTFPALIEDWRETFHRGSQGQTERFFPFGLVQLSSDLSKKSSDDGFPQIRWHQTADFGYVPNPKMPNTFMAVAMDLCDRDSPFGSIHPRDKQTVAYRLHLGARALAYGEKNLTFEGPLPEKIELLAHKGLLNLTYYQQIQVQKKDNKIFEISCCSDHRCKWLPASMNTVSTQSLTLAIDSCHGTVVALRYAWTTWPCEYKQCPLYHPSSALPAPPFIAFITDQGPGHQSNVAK
TDP2 absorb: blocks human TDP2 phosphodiesterase activity | recombinant TDP2, T5PNP hydrolysis, p-nitrophenol absorbance 415 nm | inhibition, % at 12.8 µM | actives 0.34% (n = 370,000) | AID 720702;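 active means inhibition above the mean of all tested compounds plus 3 SD, set per campaign, cut at about 25% in these data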;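 further: 0% = DMSO with enzyme and 100% = buffer with substrate but no TDP2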
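Incubation: 2 h at 37 °C; Test system: recombinant human TDP2; Quantity: enzyme 120 nM; Read-out basis: percent inhibition; Medium: 50 mM Tris-HCl pH 7.5 with Mg2+, KCl, DTT, BSA; Repeats: single replicate; Compound: 12.8 µM single point, 1% DMSO; Signal: epi absorbance; Reagent: 5 mM T5PNP chromogenic substrate; Benchmarks: no-enzyme high, DMSO-plus-enzyme low.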
LEDGF integ inh: blocks HIV-1 LEDGF/p75-dependent DNA integration; TR-FRET IN-LEDGF/p75 DNA integration, Eu/Cy5; inhibition, % at 3.7 µM; actives 0.64% (n = 370,000);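 active means inhibition above the screen-wide mean plus 3 SD, cut at about 13% in these data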;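 further: signal is the Cy5 over europium emission ratio at 671 and 618 nm; 0% = plate median of compound wells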
HTRA1 inhibitor: HTRA1 (human) protease inhibition | Q92743 | recombinant HTRA1, FP-rhodamine activity-based probe, fluorescence polarization | inhibition, % at 5.96 µM | actives 0.5% (n = 340,000) | AID 504803; in the data active means inhibition above about 36%;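 further: 0% = enzyme with DMSO and 100% = wells lacking enzyme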
TCR-CD3 inh: human TCR-CD3 binding inhibition; TAMRA-labeled TCR probe fluorescence, biochemical; inhibition, % at 9.4 µM; actives 0.37% (n = 360,000); in the data active means inhibition above about 19%;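 further: recombinant mutant TCR 2C K166C tagged with TAMRA read by polarization; 0% = receptor in buffer alone and 100% = receptor with positive control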
GC-B act: GC-B (human) receptor activation. activation, % at 10 µM. HEK293-GC-B cells, CNP EC30, cGMP TR-FRET; 0% at EC30 CNP, 100% saturating CNP. AID 1920062. P20594. actives 0.11% (n = 370,000);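 active means activation at 10 µM reaching about 35% in either raw or pattern-adjusted values, limit read from the data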
* = called active by the depositor; x = not tested or not shown. An excerpt, so the mix of outcomes need not match the whole.

[1] CCCCn1c(N)c(N(CCOC)C(=O)c2cc(=O)[nH]c3ccccc23)c(=O)[nH]c1=O
[2] COc1ccc(CNC(=O)C(C)n2nc(C)c3c(C)n(-c4ccc(C)cc4)nc3c2=O)cc1 (stereo unspecified)
[3] Cc1sc2ncnc(N3CCC(C(=O)Nc4ccc(C#N)cc4)CC3)c2c1C
[4] CC(=O)NC(C)C(c1cccs1)N1CCN(c2ccccc2)CC1 (stereo unspecified)
[5] O=C(CNC(=O)c1ccccc1)c1ccccc1
[6] COc1ccc(C)cc1NC(=O)c1cc2c(=O)n3ccccc3nc2n1C
[7] Cc1ccc(S(=O)(=O)N2CCCCC2)cc1NS(=O)(=O)c1ccc(Cl)c(C(=O)O)c1
[8] Cc1ccc(CNC(=S)NC2CCCCC2)cc1
[9] COc1ccc(CCCc2nnc(SCC(=O)Nc3nccs3)n2C)cc1C
[10] COc1cc(-c2nnc(SCc3cc(=O)oc4cc(O)c(O)cc34)o2)cc(OC)c1OC
assay / entry,1,2,3,4,5,6,7,8,9,10
PRMT1 FP inh,4,0,-1,-3,-4,4,7,-3,-1,17
rCAG RNA binder,-1,-6,4,-4,-2,-1,24,-2,-3,59*
ABHD4 inh,-3,-2,-1,-1,-1,6,-5,-8,-4,33*
MBD2 DNA inh,4,0,-3,-2,-2,-5,1,1,4,29*
SIAE primary,-2,-3,-8,3,-2,-2,-7,-3,5,1
TDP2 absorb,7,4,3,-5,6,-1,-2,7,1,1
LEDGF integ inh,0,1,0,-1,-1,-3,0,4,-2,78*
HTRA1 inhibitor,-1,-1,-12,-1,2,1,3,-7,-6,47*
TCR-CD3 inh,1,5,-2,-2,2,-5,-5,11,6,28*
GC-B act,0,0,0,-2,4,3,0,-4,-7,-2

Part of the list above with just TCR-CD3 inh:
item	compound	TCR-CD3 inh
1	CCCCn1c(N)c(N(CCOC)C(=O)c2cc(=O)[nH]c3ccccc23)c(=O)[nH]c1=O	1
2	COc1ccc(CNC(=O)C(C)n2nc(C)c3c(C)n(-c4ccc(C)cc4)nc3c2=O)cc1 (stereo unspecified)	5

Carrying on.
[11] O=C(OCc1cc(=O)n2ccsc2n1)c1ccc(OC(F)F)cc1
[12] NS(=O)(=O)c1ccc(CNC(=O)c2cc(=O)[nH]c3ccccc23)cc1
[13] COc1cc(O)oc1C=Nc1ccc(Cl)cc1Cl
[14] CCc1ccc(CNC(=O)c2cc3c(C)nc4ccccc4c3o2)cc1
[15] COCCOC(=O)C1=C(C)NC(=O)NC1C1CC=CCC1 (stereo unspecified)
[16] COc1cc2c(cc1OC)-c1cc(NCc3ccccn3)nc(=O)n1CC2
[17] Cc1nn(C(C)CC(=O)O)c(C)c1C (stereo unspecified)
[18] NC(=O)c1cc(S(=O)(=O)NCc2ccccc2)cs1
[19] Cc1ccc(C(C)NC(=O)/C(C#N)=C\c2c(C)[nH]c3ccccc23)cc1 (stereo unspecified)
[20] CN(C(=O)c1coc(=O)c2ccccc12)c1ccccc1Cl
assay / entry,11,12,13,14,15,16,17,18,19,20
PRMT1 FP inh,-1,0,4,-4,1,7,-3,2,0,-6
rCAG RNA binder,-4,6,5,2,-1,1,1,0,17,-3
ABHD4 inh,5,-5,-5,-19,2,4,-1,0,-28,1
MBD2 DNA inh,-3,2,6,1,-3,5,1,-1,1,0
SIAE primary,0,1,2,-21,-3,2,1,-1,-9,5
TDP2 absorb,3,-11,3,-4,7,10,-1,5,-5,13
LEDGF integ inh,0,4,5,2,2,9,-1,-4,0,5
HTRA1 inhibitor,-1,3,9,-59,-2,-2,1,0,-58,6
TCR-CD3 inh,-1,-4,-6,3,1,2,-1,4,1,1
GC-B act,2,-1,-8,2,-3,1,3,2,-1,-9

[21] CCOC(=O)C(=Cc1ccc2c(c1)OCO2)c1ccccc1
[22] COc1ccc(N2C(=O)CCC2(C#N)c2ccc(OC)cc2)cc1 (stereo unspecified)
[23] Cc1sc2nc(SCc3nnc(-c4cccs4)o3)n(C3CCCC3)c(=O)c2c1C
[24] CCOC(=O)Nc1ccc2c(c1)N(C(=O)CCN(C)C)c1ccccc1S2
[25] CS(=O)(=O)N1CCN(c2ccc([N+](=O)[O-])c(NCc3ccc(Cl)cc3)c2)CC1
[26] O=C(/C=N/O)Nc1cccnc1
[27] CCOC(=O)c1oc2nc3c(cc2c1N)COC(C)(C)C3
[28] Cc1ccc(NC(=S)Nc2ccc3cn[nH]c3c2)cc1
[29] Cc1nc(/C=C/c2ccccc2)cc(/C=C/c2ccccc2)n1
[30] CCC(C(=O)Nc1ccc(C(=O)O)cc1NC(=O)C(CC)c1ccccc1)c1ccccc1 (stereo unspecified)
assay / entry,21,22,23,24,25,26,27,28,29,30
PRMT1 FP inh,5,-1,2,1,-2,1,1,4,3,4
rCAG RNA binder,-2,10,2,1,5,2,-2,2,5,63*
ABHD4 inh,-2,-2,-2,3,-1,6,11,2,-8,-11
MBD2 DNA inh,-5,2,-3,-2,-6,5,-9,-3,-4,7
SIAE primary,-4,5,3,-3,0,11,-6,5,-1,-2
TDP2 absorb,-4,10,7,-2,-1,-2,-1,1,8,5
LEDGF integ inh,-8,-1,-1,0,-5,5,-2,0,-1,-2
HTRA1 inhibitor,0,4,1,-18,-3,3,-1,12,-31,-13
TCR-CD3 inh,-10,-3,2,5,7,1,-2,2,-4,-5
GC-B act,4,-11,2,-1,6,1,-9,1,-7,6

5 entries out of the list above, sorted by their value in ABHD4 inh, high to low:
No. | Molecule | PRMT1 FP inh | ABHD4 inh | MBD2 DNA inh | SIAE primary | TDP2 absorb | LEDGF integ inh | HTRA1 inhibitor | TCR-CD3 inh | GC-B act
23 | Cc1sc2nc(SCc3nnc(-c4cccs4)o3)n(C3CCCC3)c(=O)c2c1C | 2 | -2 | -3 | 3 | 7 | -1 | 1 | 2 | 2
1 | CCCCn1c(N)c(N(CCOC)C(=O)c2cc(=O)[nH]c3ccccc23)c(=O)[nH]c1=O | 4 | -3 | 4 | -2 | 7 | 0 | -1 | 1 | 0
7 | Cc1ccc(S(=O)(=O)N2CCCCC2)cc1NS(=O)(=O)c1ccc(Cl)c(C(=O)O)c1 | 7 | -5 | 1 | -7 | -2 | 0 | 3 | -5 | 0
14 | CCc1ccc(CNC(=O)c2cc3c(C)nc4ccccc4c3o2)cc1 | -4 | -19 | 1 | -21 | -4 | 2 | -59 | 3 | 2
19 | Cc1ccc(C(C)NC(=O)/C(C#N)=C\c2c(C)[nH]c3ccccc23)cc1 (stereo unspecified) | 0 | -28 | 1 | -9 | -5 | 0 | -58 | 1 | -1

The listing continues:
[31] C=CCN(c1ccccc1)S(=O)(=O)c1cc2c(cc1C)N(C)CCO2
[32] CC(=O)Nc1c(F)c(F)c(F)c(F)c1F
[33] Cc1c(NC(=S)NC(=O)Cc2ccccc2)cccc1C(=O)O
[34] COc1ccc(OC)c(Cc2nnc(CCC(=O)NCc3ccsc3)o2)c1
[35] CN1CCN(NC(=O)c2cc([N+](=O)[O-])cc([N+](=O)[O-])c2)CC1
[36] CC(C)CCN1CCN(Cc2cccn2-c2ccccn2)CC1CCO (stereo unspecified)
[37] CC(C)c1cc(CNC(=O)c2ccc(OC3CCN(Cc4ccccn4)CC3)cc2)on1
[38] CC(=O)N1CCOc2cc(S(=O)(=O)NCc3ccc(F)cc3)c(C)cc21
[39] O=C(NCc1ccccc1)c1cc(C2COCCN2C(=O)c2ccc3c(c2)CCO3)on1 (stereo unspecified)
[40] CCOc1ccc(CN(C)C(=O)c2ccc3ccccc3n2)cc1
assay / entry,31,32,33,34,35,36,37,38,39,40
PRMT1 FP inh,0,1,-1,-2,0,-5,3,-1,2,-4
rCAG RNA binder,1,-2,3,-6,4,-10,-7,2,0,-6
ABHD4 inh,9,3,0,-4,-3,0,-1,4,-8,0
MBD2 DNA inh,1,4,-10,-3,-2,3,1,-2,2,-10
SIAE primary,11,-5,1,-2,1,0,-2,-3,-4,11
TDP2 absorb,7,0,3,2,-18,2,-1,3,-6,-4
LEDGF integ inh,-1,-2,0,3,6,-1,-2,2,-3,-1
HTRA1 inhibitor,1,10,-1,9,4,0,3,1,x,-2
TCR-CD3 inh,-1,6,3,2,-8,-1,8,4,-5,3
GC-B act,-13,1,7,4,0,-3,-1,-7,-1,0

[41] O=C1CC(=O)CC(c2ccccc2)C1
[42] Cc1cccn2c(=O)nc(SCC(=O)Nc3ccc4c(c3)OCO4)nc12
[43] Cc1cc(NC(=O)COC(=O)c2ccc([N+](=O)[O-])cc2Cl)no1
[44] Cc1cc(C)c(S(=O)(=O)N2CCN(S(=O)(=O)N3CCCCCC3)CC2)c(C)c1
[45] N#CC(=C1CCCC1)c1nc(-c2ccccc2)cs1
[46] O=C(CSCc1ccccc1)Nc1ccc(S(=O)(=O)N2CCOCC2)cc1
[47] CCOC(=O)c1c(O)c2ccccc2n(-c2ccccc2)c1=O
[48] O=C(c1ccc2c(c1)C(=O)N(CCCO)C2=O)c1ccc2c(c1)C(=O)N(CCCO)C2=O
[49] COc1ccccc1NC(=O)C1=C(C)Nc2nc(-c3cccs3)nn2C1c1cccc(O)c1 (stereo unspecified)
assay / entry,41,42,43,44,45,46,47,48,49
PRMT1 FP inh,2,-1,0,0,-3,1,-1,-1,2
rCAG RNA binder,0,1,2,2,10,8,1,0,9
ABHD4 inh,4,24,-3,-2,-1,-4,2,-3,-13
MBD2 DNA inh,-2,0,3,0,-1,5,-2,0,4
SIAE primary,-1,-4,-5,9,-4,1,-1,2,-8
TDP2 absorb,5,-5,-21,18,7,-2,-5,-3,6
LEDGF integ inh,1,5,0,0,-3,-1,-4,2,-2
HTRA1 inhibitor,-6,-4,-1,10,-26,-6,2,6,-33
TCR-CD3 inh,-5,0,-14,3,1,-1,-3,-5,-1
GC-B act,1,-3,-7,1,-12,-1,3,6,-2
